Growth percent in the NCI-60 one-dose screen (48 h, 10 µM unless noted): 100 = growth as untreated, 0 = no growth, -100 = all killed.
786-0 = 786-0 renal cancer cells; 81,000 compounds, 5.1% hits; AID 1794775
TK-10 = TK-10 renal cancer cells; 81,000 compounds, 3.9% hits; AID 1794769
ACHN = ACHN renal cancer; 81,000 compounds, 4.9% hits; AID 1794771
NCI-H322M = NCI-H322M lung cancer; 80,000 compounds, 2.7% hits; AID 1794733
NCI-H460 = NCI-H460 lung cancer; 82,000 compounds, 6.8% hits; AID 1794736
RXF 393 = RXF 393 renal cancer cells | 77,000 compounds, 6.9% hits | AID 1794773
NCI-H522 = NCI-H522 lung cancer | 78,000 compounds, 8% hits
CAKI-1 = CAKI-1 renal cancer; 75,000 compounds, 4.7% hits
UO-31 = UO-31 renal cancer | 81,000 compounds, 5.2% hits
The depositor's hits bear a star; / = not tested or not shown; & = joins results of further samples; [ ] = remark or other dose. How the source made its calls: active means growth percent below 10; inactive means the rest. This is a subset, so the mix of outcomes need not match the whole.

SMILES	786-0	TK-10	ACHN	NCI-H322M	NCI-H460	RXF 393	NCI-H522	CAKI-1	UO-31
COc1ccc(CC2c3cc(OC)c(OC)cc3CCN2C)cc1OC (stereo not drawn)	100	90	107	97	100	/	89	/	88
O=S(=O)(c1ccc(O)cc1)c1ccc(O)cc1	94	104	108	110	111	136	94	102	86
CC1=C[C@H]2O[C@@H]3C[C@@H](O)[C@](C)([C@@]2(C)CC1)[C@@]31CO1	24	53	22	25	13	15	31	/	17
CNC(=O)Oc1cccc(C(F)(F)F)c1	105	105	114	125	114	146	95	117	96
C[C@]12CCC(=O)C[C@@H]1CC[C@@H]1[C@@H]2CC[C@]2(C)[C@@H](OC(=O)N(CCCl)N=O)CC[C@@H]12	14	33	9.2*	49	-64*	33	22	5.3*	25
Nc1ccc(-c2ccc(N)c(N)c2)cc1N	104	111	102	100	103	102	91	93	79
O=[N+]([O-])C(Br)C(c1ccccc1)N1CCOCC1 (stereo not drawn)	96	92	/	103	107	108	92	/	87
NCCc1ccc(OCc2ccccc2)c(OCc2ccccc2)c1	84	107	71	85	61	62	/	82	51
Fc1ccc(C2=NN(c3ccccc3)C(c3sc(N(CCCl)CCCl)nc3Cl)C2)cc1 (stereo not drawn)	92	117	79	82	91	102	64	62	68
CN(C)C(=O)Nc1ccc(Cl)cc1	108	113	99	109	103	133	103	103	92
O=C(CCCC1CCCCC1)OCC(Cl)(Cl)Cl	102	99	110	104	101	114	96	102	91
CCOc1ccc(N)cc1	91	99	98	90	106	109	96	104	81

Next part, starting with the last 5 of the part before.
SMILES	786-0	TK-10	ACHN	NCI-H322M	NCI-H460	RXF 393	NCI-H522	CAKI-1	UO-31
NCCc1ccc(OCc2ccccc2)c(OCc2ccccc2)c1	84	107	71	85	61	62	/	82	51
Fc1ccc(C2=NN(c3ccccc3)C(c3sc(N(CCCl)CCCl)nc3Cl)C2)cc1 (stereo not drawn)	92	117	79	82	91	102	64	62	68
CN(C)C(=O)Nc1ccc(Cl)cc1	108	113	99	109	103	133	103	103	92
O=C(CCCC1CCCCC1)OCC(Cl)(Cl)Cl	102	99	110	104	101	114	96	102	91
CCOc1ccc(N)cc1	91	99	98	90	106	109	96	104	81
CCCCCCCCCCCCCCCCCC1OCC(COC(=O)O[C@@H](C(=O)O[C@H]2C[C@@]3(O)[C@@H](OC(=O)c4ccccc4)[C@@H]4[C@]5(OC(C)=O)CO[C@@H]5C[C@H](O)[C@@]4(C)C(=O)[C@H](OC(C)=O)C(=C2C)C3(C)C)[C@@H](NC(=O)c2ccccc2)c2ccccc2)O1 (stereo partly drawn)	81	102	97	59	18	28	49	83	107
COc1cc2cc(C(=O)N3C[C@@H](CCl)c4c3cc(OC(=O)N3CCN(C)[C@@H]5CSSC[C@H]53)c3ccccc43)[nH]c2c(OC)c1OC	-58*	-28*	-31*	-12*	-69*	-94*	-68*	-9.9*	-52*
O=c1[nH]c(N2C[C@@H]3C[C@H](C2)c2cccc(=O)n2C3)nc2sc3c(c12)CCCC3	94	97	95	98	99	105	67	98	88
C/C=C(\C)C(=O)O[C@@H]1C(O)[C@H]2OC(COC(=O)CCC(=O)CCCCCC[C@H](CCCCC)O[C@@H]3OC(C)[C@H](OC(C)=O)C(O)[C@H]3O2)[C@H]1OC(=O)/C=C/c1ccccc1 (stereo partly drawn)	5.5*	12	12	27	16	/	21	/	15
Cc1ccc(-n2c(=O)[nH]c3ccccc3c2=O)cc1[N+](=O)[O-]	102	98	100	99	105	107	/	92	86
CCN1C(=O)NC(=O)C(CC)(NC(=O)c2cc(F)c(F)c(F)c2F)C1=O (stereo not drawn)	108	112	103	115	112	99	74	109	81
CN(C)P(=O)(NC(NC=O)C(Cl)(Cl)Cl)N(C)C (stereo not drawn)	99	119	103	110	115	95	107	101	80
CC/C=C(\C)C1(CC)C(=O)NC(=S)NC1=O	110	113	104	111	100	96	106	110	92
O=C1NCN(c2ccccc2)C12CCNCC2	95	114	92	97	102	114	78	98	78
CN(CCCCN(C)CCOS(C)(=O)=O)CCOS(C)(=O)=O	100	99	25	105	35	90	81	2.4*	72
C=C1C[C@](OC)([C@H](O)C(=O)N[C@@H](OC)[C@@H]2C[C@@H](O)C(C)(C)[C@@H](C[C@@H](COC)OC)O2)O[C@H](C)[C@@H]1C	-62*	-36*	-85*	-21*	-41*	-93*	-55*	-40*	-62*
CCOC(=O)C1=C(N)Oc2c(c(=O)oc3ccccc23)C1c1cc(=O)oc2ccc(Cl)cc12 (stereo not drawn)	/	96	110	92	112	110	77	97	95

Next section (4 carried over from the part before).
SMILES	786-0	TK-10	ACHN	NCI-H322M	NCI-H460	RXF 393	NCI-H522	CAKI-1	UO-31
O=C1NCN(c2ccccc2)C12CCNCC2	95	114	92	97	102	114	78	98	78
CN(CCCCN(C)CCOS(C)(=O)=O)CCOS(C)(=O)=O	100	99	25	105	35	90	81	2.4*	72
C=C1C[C@](OC)([C@H](O)C(=O)N[C@@H](OC)[C@@H]2C[C@@H](O)C(C)(C)[C@@H](C[C@@H](COC)OC)O2)O[C@H](C)[C@@H]1C	-62*	-36*	-85*	-21*	-41*	-93*	-55*	-40*	-62*
CCOC(=O)C1=C(N)Oc2c(c(=O)oc3ccccc23)C1c1cc(=O)oc2ccc(Cl)cc12 (stereo not drawn)	/	96	110	92	112	110	77	97	95
CC(=O)O[C@H]1CC[C@@]2(C)C(=CCC3C2CC[C@]2(C)C(=O)CCC32)C1 (stereo partly drawn)	103	113	90	119	116	101	99	81	91
CCOP(=O)(CCCCCCC#N)Oc1ccc([N+](=O)[O-])cc1 (stereo not drawn)	105	108	100	98	111	94	87	/	71
COc1cc2c(cc1O)N=C[C@@H]1CCC(O)N1C2=O (mixture of isomers)	94	124	94	110	115	44	61	101	90
O=C1NC(=O)C(=Cc2ccc3ccccc3c2)C(=O)N1	102	102	100	103	101	99	92	93	85
O=[N+]([O-])c1ccc(S(=O)(=O)F)c(Cl)c1	98	103	109	110	104	99	87	101	91
COc1ccc(CCN)cc1	96	102	93	98	104	110	89	98	64
Cc1ccc(NC(=O)c2ccc(C)c(N(CCCl)CCCl)c2)c(C)c1	90	119	30	97	32	113	94	43	82
O=C/C(Cl)=C(/Cl)C(=O)O	100&99	107&103	112&103	105&106	105&107	105	90&81	99	90&91
COc1ccc2c(c1)NP(=S)(c1ccccc1)N2 (stereo not drawn)	106	114	102	105	112	120	80	101	79
CSC(SC)=C1C(=O)NC(=O)NC1=O	101	108	101	100	108	/	88	94	90
COc1ccc(OC)c(/C=C(/C)[N+](=O)[O-])c1	91	-19*	-28*	98	33	-19*	-78*	6.2*	-46*
CNC(=O)Oc1ccc2c(c1)OCO2	107	101	99	107	106	113	103	100	98
CC(=O)O[C@H]1CC[C@H]2[C@@H]3CC[C@H]4CC=C(C)C[C@]4(C)[C@H]3CC[C@]12C	100	108	97	104	113	111	92	51	92
BrCC[N+]12CC[N+](CCBr)(CC1)C2	108	111	97	114	105	/	99	111	93
O=C=Nc1ccc(Br)cc1	95	109	114	100	103	103	100	104	102
CC[C@H](C)[C@H](NC(=O)[C@H]1CCCCN1C)C(=O)N(C)[C@H](C[C@@H](OC(C)=O)c1cccc(C(=O)N[C@@H](Cc2ccccc2)C[C@H](C)C(=O)O)n1)C(C)C	23	29	32	45	7.5*	31	-13*	14	45
O=C(COc1ccc(OCC(=O)N2CC2)cc1)N1CC1	99	87	102	97	106	112	/	/	88
CN(Cc1ccccc1)CC(Cl)c1ccccc1 (stereo not drawn)	100	105	105	102	108	107	104	97	87
CCCCN(CCCC)P(=O)(Oc1ccccc1)Oc1ccccc1	75	78	81	85	60	56	38	32	42
N#CN	99	92	106	98	106	115	83	90	96
CN(C)CCNC(=O)C(=O)c1cn(Cc2ccccc2)c2ccc(OCCO)cc12	86	89	86	101	104	67	95	80	71
CN(C/C=C/CN(C)P(=S)(N1CC1)N1CC1)P(=S)(N1CC1)N1CC1	102	109	100	112	49	105	92	73	83
C[N+]1(C)CCN(c2ccccc2)CC1	105	123	109	113	118	116	91	106	82
NNc1n[nH]c(=S)n1N	83&105&108	113&99&105	105&102&102	113&112&101	99&110&111	116&104	105&86&85	96&78	102&90&88

Grouped by structure, the entries above containing bromine.
SMILES	786-0	TK-10	ACHN	NCI-H322M	NCI-H460	RXF 393	NCI-H522	CAKI-1	UO-31
O=[N+]([O-])C(Br)C(c1ccccc1)N1CCOCC1 (stereo not drawn)	96	92	/	103	107	108	92	/	87
BrCC[N+]12CC[N+](CCBr)(CC1)C2	108	111	97	114	105	/	99	111	93
O=C=Nc1ccc(Br)cc1	95	109	114	100	103	103	100	104	102

(cont.)
SMILES	786-0	TK-10	ACHN	NCI-H322M	NCI-H460	RXF 393	NCI-H522	CAKI-1	UO-31
CC1(C)N=C(N)N=C(N)N1c1ccc(CCC(=O)Nc2ccc(S(=O)(=O)F)cc2)c(Cl)c1	21	42	48	58	6.2*	/	-0.4*	/	93
C[C@H]1C[C@@H]2[C@H](CC[C@]3(C)[C@@H](O)CC[C@@H]23)[C@@]2(C)CC[C@H](O)C[C@H]12	97	93	96	101	106	94	89	96	91
CC1(C)CCC(=O)O1	102	103	106	104	108	123	91	105	87
COC(=O)c1cn(Cc2c[nH]c3ccccc23)c2ccccc12	103	127	100	89	105	102	85	59	63
CCC1(CC(C)c2ccccc2)C(=O)NC(=O)NC1=O (stereo not drawn)	103	104	110	115	113	106	85	/	98
CCCNC(=O)C[C@H](CCC(F)(F)F)C(=O)N[C@H]1N=C(c2ccccc2)c2ccccc2N(C)C1=O	91	82	103	96	111	56	95	86	80
CN1C(=O)C(C)(C2=CCCCC2)C(=O)NC1=S (stereo not drawn)	110	105	94	/	113	114	98	100	95
O=C(/C=C/c1ccc(Cl)cc1)c1nc2ccccc2n1Cc1ccc(Br)cc1	39	94	51	79	58	38	76	57	43
[N-]=[N+]=CC(=O)CC[C@H](N)C(=O)O	100[20 µM]	87[20 µM]	107[20 µM]	97[20 µM]	107[20 µM]	108[20 µM]	96[20 µM]	97[20 µM]	86[20 µM]
CCOc1cc2c(cc1OCC)C(C)NCC2 (stereo not drawn)	103	110	97	106	107	104	105	95	94
CNC(=O)Oc1c(OC)cccc1OC	92	94	111	106	102	114	80	/	98
NNc1n[nH]c(N)n1	99	98	104	106	108	115	93	94	88
O=[N+]([O-])c1c2ccccc2cc2ccccc12	103	94	105	107	106	105	91	102	86
COCc1c(CN)cnc(C)c1N	95	95	102	98	103	/	79	107	97
CCCC(C)(C)c1ccc2c(c1)OC(C)(C)[C@@H]1CC=C(C)C[C@@H]21	99	107	105	/	106	108	93	/	80
Nc1cccnc1	109	102	113	105	115	126	92	104	107
Nc1c([N+](=O)[O-])ccc2c1Oc1ccccc1O2	86	97	104	92	111	89	/	53	158
O=C(NP(=O)(N1CC1)N1CC1)OCc1ccccc1	113	112	101	119	113	109	125	/	95
S=C=Nc1ccc(Br)cc1	96	104	106	97	114	105	91	98	90
Cc1c(Cl)cc([N+](=O)[O-])c(O)c1[N+](=O)[O-]	102	108	101	112	103	120	87	93	87
CC/C(=C(\CC)c1ccc(Oc2nc(N3CC3)nc(N3CC3)n2)cc1)c1ccc(Oc2nc(N3CC3)nc(N3CC3)n2)cc1	98	108	79	/	72	99	93	86	83
CCCCC(CC)CNC1CCCCC1 (stereo not drawn)	118	89	107	103	110	98	106	99	87
CC(=O)OC1CCC2(C)C(=CC(=O)C3C2CCC2(C)C(OC(C)=O)CCC32)C1 (stereo not drawn)	109	99	106	103	109	124	85	95	86
